MC4R barr agon = MC4R agonists recruiting beta-arrestin, primary screen, cell-based, luminescence, agonist arm of biased-ligand search; activation, % at 8.9 µM; AID 540308, 2011; 360,000 compounds, 0.98% hits; U2OS MC4R beta-arrestin complementation; percent of melanotan II response, DMSO zero;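 active = activation above a per-plate cutoff, the mean activation of sample wells on that plate plus 3 SD, cut at about 8% in these data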
SRC2 inh = inhibition of GAL4-SRC2 driven luciferase reporter, primary screen, SRC2 inhibitor project, cell-based, luminescence; Nuclear receptor coactivator 2 (Homo sapiens), Q15596; HEK293 GAL4-SRC2 luciferase reporter; inhibition, % at 9 µM; 370,000 compounds, 0.17% hits; AID 651957, 2012;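 active = inhibition above the mean inhibition of all tested compounds plus 3 SD, set per campaign, cut at about 52% in these data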;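 note: 0% = DMSO treated cells and 100% = cells given Gossypol at 36 µM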
ABCB6 inh MLPCN = ABCB6 transporter inhibitors, primary screen, K562-ABCB6 cells, flow cytometry, MLPCN library. ATP-binding cassette sub-family B member 6 (Homo sapiens), Q9NP58. fluorescence ratio to DMSO, % at 10 µM. 360,000 compounds, 0.19% hits. AID 602162, 2011. K562-ABCB6 porphyrin accumulation, 1 h; stronger effect = lower value;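 active = fluorescence ratio to DMSO below 75%, the collection mean minus 3 SD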;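 note: signal is porphyrin accumulated inside mitochondria; 100% equals median channel fluorescence of DMSO control wells; lower ratio means ABCB6 inhibition with less porphyrin fluorescence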
Target sequence (Q9NP58 whole entry, looked up): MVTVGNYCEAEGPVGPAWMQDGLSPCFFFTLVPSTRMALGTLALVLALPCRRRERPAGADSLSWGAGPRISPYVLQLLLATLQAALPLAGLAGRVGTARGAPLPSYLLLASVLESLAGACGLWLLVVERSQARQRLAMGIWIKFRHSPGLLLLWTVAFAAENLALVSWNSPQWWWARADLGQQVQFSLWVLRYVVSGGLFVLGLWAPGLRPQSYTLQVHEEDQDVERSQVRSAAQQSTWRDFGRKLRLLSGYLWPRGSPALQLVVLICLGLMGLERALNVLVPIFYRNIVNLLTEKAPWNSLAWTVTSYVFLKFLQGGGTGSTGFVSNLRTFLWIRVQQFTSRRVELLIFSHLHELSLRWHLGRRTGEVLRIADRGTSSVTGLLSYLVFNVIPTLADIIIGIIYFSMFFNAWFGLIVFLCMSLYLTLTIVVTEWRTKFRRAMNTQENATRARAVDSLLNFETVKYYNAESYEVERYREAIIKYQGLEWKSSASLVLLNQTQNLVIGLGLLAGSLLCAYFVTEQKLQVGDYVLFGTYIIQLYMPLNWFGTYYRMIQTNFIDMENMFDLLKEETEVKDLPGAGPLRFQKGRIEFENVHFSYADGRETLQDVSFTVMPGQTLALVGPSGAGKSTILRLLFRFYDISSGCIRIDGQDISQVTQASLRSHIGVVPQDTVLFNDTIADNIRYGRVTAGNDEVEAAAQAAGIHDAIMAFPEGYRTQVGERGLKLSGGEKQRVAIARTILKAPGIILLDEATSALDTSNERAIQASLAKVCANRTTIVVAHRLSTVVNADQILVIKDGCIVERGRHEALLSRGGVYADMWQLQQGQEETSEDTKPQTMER
HTR2A ag = mouse Htr2a agonists via beta-arrestin recruitment, primary screen, cell-based, luminescence; 5-hydroxytryptamine receptor 2A (Mus musculus), P35363; activation, % at 7.6 µM; CHO-K1 mHTR2A beta-arrestin complementation; percent of 30 µM serotonin response; 360,000 compounds, 0.66% hits;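 active = activation above a run cutoff, the mean activation of all tested compounds plus 3 SD, cut at about 14% in these data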;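 note: 0% = plate median of compound wells and 100% = 30 µM serotonin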
TLR9-MyD88 inh = inhibitors of TLR9-MyD88 association in cells, primary screen, cell-based, CHO, BLA complementation, fluorescence. CCF4 FRET ratio. AID 504734, 2011. Toll-like receptor 9 (Homo sapiens) + Myeloid differentiation primary response protein …. 340,000 compounds, 0.21% hits. inhibition, % at 4.98 µM;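 active = inhibition above the mean over all tested compounds plus 3 SD, cut at about 21% in these data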;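 note: 0% = DMSO only wells and 100% = clavulanate BLA inhibitor control wells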
MC4R antagonist = MC4R antagonists of cAMP signaling, primary screen, cell-based, TR-FRET, antagonist arm of biased-ligand search; MC4R-expressing cells, MTII-stimulated cAMP, LANCE TR-FRET; inhibition, % at 6.5 µM; 360,000 compounds, 0.48% hits; AID 540295, 2011;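 active = inhibition above its plate's cutoff, the mean of tested wells on that plate plus 3 SD, cut at about 29% in these data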;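 note: 0% = Melanotan II alone and 100% = Melanotan II plus saturating MCL0020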
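material = U2OS cells stably expressing human melanocortin 4 receptor (MC4R) | also added = Melanotan II challenge | dosing = single nominal compound dose of 6.5 µM | detection = TR-FRET with Eu-cAMP and labeled anti-cAMP, 671 nm | replication = singlicate | timing = compound 30 min, challenge 1 h, detection 1 h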
NOD2 RIPK2 PPI = NOD2-RIPK2 binding disruptors in cells, primary screen, fluorescence, CHO cells, BLA complementation | inhibition, % at 4.98 µM | CCF4 ratio | 360,000 compounds, 0.38% hits | AID 624267, 2012 | Receptor-interacting serine/threonine-protein kinase 2 (Homo sapiens), O43353; in the data active = inhibition above about 21%;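 note: 0% = vehicle only and 100% = reference blocker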
H9c2 protect = cardioprotection against H2O2-induced cell death, primary screen, uHTS, H9c2 cells, ATPLite luminescence. protection from H2O2 cell death, % at 20 µM. H9c2 cardiomyocytes, H2O2 injury protection, 2 h. 360,000 compounds, 0.63% hits. AID 588492, 2011;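 active = compounds giving at least 50% protection of heart cells from peroxide-induced death in the single-dose screen, raw or plate-pattern-corrected value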;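 note: 0% = DMSO wells with peroxide and 100% = DMSO wells without peroxide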
N-glyco inh = increase of ERlucT glycosylation luciferase signal, primary screen, N-linked glycosylation inhibitor project, D54 ERlucT cells, luminescence, set 2. 360,000 compounds, 0.23% hits. D54 ERlucT glycosylation luciferase reporter, 24 h; percent of 100 nM tunicamycin response. reporter increase, % at 12.5 µM;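 active = mean luciferase reporter signal, scaled so untreated is 0 and the glycosylation-blocking control 100, at or above a set limit in every replicate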;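 note: luciferase carries N-glycosylation sites so blocking glycosylation raises the light; 0% = median of neutral control wells and 100% = median of 100 nM tunicamycin wells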
ABHD5 PLIN5 PPI = ABHD5-PLIN5 interaction inhibitors, primary screen, cell lysate, split luciferase complementation, luminescence; Split G. princeps luciferase complementation, 4 h; AID 602281, 2012; Perilipin-5 (Homo sapiens) + 1-acylglycerol-3-phosphate O-acyltransferase ABHD5 (Homo …; 360,000 compounds, 0.78% hits; inhibition, % at 4 µM;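 active = inhibition above the mean inhibition across every tested compound plus 3 SD, cut at about 22% in these data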;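 note: 0% = DMSO only wells and the 100% control is not disclosed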
Active calls of the source: *. Only part of the results is shown (hit frequency here may not be typical).

`CN(CC(=O)Nc1cccc(F)c1)C(=O)c1ccc(NC2CC2)c([N+](=O)[O-])c1` gave MC4R barr agon -4.5, SRC2 inh -21, ABCB6 inh MLPCN 102, HTR2A ag -6, TLR9-MyD88 inh 3, MC4R antagonist -1, NOD2 RIPK2 PPI -9, H9c2 protect -2, N-glyco inh 1 and ABHD5 PLIN5 PPI -6.
Screening Cc1ccc(S(=O)(=O)N2CCC(=O)N(C(COCc3ccc(Cl)cc3)C(C)C)CC2)cc1 (centres undefined) returned MC4R barr agon -0.2, SRC2 inh 3, ABCB6 inh MLPCN 98, HTR2A ag -9, TLR9-MyD88 inh 1, MC4R antagonist 10, NOD2 RIPK2 PPI -2, H9c2 protect -6, N-glyco inh -6 and ABHD5 PLIN5 PPI 8.
For CCOC(=O)CN1C(=N)N(c2nc(NC(C)C)nc(NC(C)C)n2)CC1=O the results were MC4R barr agon 1.5, SRC2 inh 5, ABCB6 inh MLPCN 97, HTR2A ag 0, TLR9-MyD88 inh -11, MC4R antagonist 1, NOD2 RIPK2 PPI -3, H9c2 protect 1, N-glyco inh 1 and ABHD5 PLIN5 PPI 0.
Screening O=C1CC(N2CCC(c3nc4ccccc4o3)CC2)C(=O)N1c1cc(Cl)cc(Cl)c1 (centres undefined) returned MC4R barr agon 3.0, SRC2 inh 1, ABCB6 inh MLPCN 89, HTR2A ag 2, TLR9-MyD88 inh 2, MC4R antagonist 4, NOD2 RIPK2 PPI 7, H9c2 protect 7, N-glyco inh 5 and ABHD5 PLIN5 PPI 1.
COc1ccc(N2C(=O)CC(NCC#N)C2=O)cc1 (centres undefined) was read as MC4R barr agon -1.0, SRC2 inh 3, ABCB6 inh MLPCN 95, HTR2A ag 0, TLR9-MyD88 inh 7, MC4R antagonist 2, NOD2 RIPK2 PPI 3, H9c2 protect 2, N-glyco inh 1 and ABHD5 PLIN5 PPI -2.
`Cc1cccc(N2CCN(c3cc(C)nc4nnnn34)CC2C)c1` (centres undefined) gave MC4R barr agon 1.2, SRC2 inh 0, ABCB6 inh MLPCN 94, HTR2A ag -1, TLR9-MyD88 inh 3, MC4R antagonist 9, NOD2 RIPK2 PPI -5, H9c2 protect 5, N-glyco inh 2 and ABHD5 PLIN5 PPI 4.
C=C(C)C1CC=C(C)/C(=N/NC(=S)Nc2ccccc2)C1 (centres undefined) was read as MC4R barr agon -1.1, SRC2 inh -1, ABCB6 inh MLPCN 102, HTR2A ag -3, TLR9-MyD88 inh 2, MC4R antagonist 7, NOD2 RIPK2 PPI -2, H9c2 protect -7, N-glyco inh 1 and ABHD5 PLIN5 PPI -10.
For COC(=O)Oc1ccc(/C=N/NS(=O)(=O)c2ccccc2)cc1OC the results were MC4R barr agon -0.8, SRC2 inh -18, ABCB6 inh MLPCN 94, HTR2A ag 4, TLR9-MyD88 inh 2, MC4R antagonist 4, NOD2 RIPK2 PPI -1, H9c2 protect 8, N-glyco inh -1 and ABHD5 PLIN5 PPI 8.
CCC(C)c1ccc(NC(=S)N2CCCC2)cc1 (centres undefined) was read as MC4R barr agon -2.7, SRC2 inh 4, ABCB6 inh MLPCN 97, HTR2A ag -2, TLR9-MyD88 inh -6, MC4R antagonist 0, NOD2 RIPK2 PPI -10, H9c2 protect -13, N-glyco inh 2 and ABHD5 PLIN5 PPI -4.
Cc1ccc(S(=O)(=O)Nc2ccc3c4c(cccc24)CC3)c(C)c1 was read as MC4R barr agon 0.0, SRC2 inh -4, ABCB6 inh MLPCN 91, HTR2A ag -4, TLR9-MyD88 inh 7, MC4R antagonist -4, NOD2 RIPK2 PPI 5, H9c2 protect -24, N-glyco inh 9 and ABHD5 PLIN5 PPI -9.
`NNC1=N[C@H]2CS(=O)(=O)C[C@H]2S1` gave MC4R barr agon 2.6, SRC2 inh 2, ABCB6 inh MLPCN 99, HTR2A ag 2, TLR9-MyD88 inh -5, MC4R antagonist 14, NOD2 RIPK2 PPI 8, H9c2 protect 4, N-glyco inh 0 and ABHD5 PLIN5 PPI -1.
`Cc1csc(SC(C)C(=O)NCC(=O)Nc2ccc(F)c(F)c2F)n1` (centres undefined) gave MC4R barr agon -3.1, SRC2 inh -10, ABCB6 inh MLPCN 101, HTR2A ag 2, TLR9-MyD88 inh -1, MC4R antagonist 14, NOD2 RIPK2 PPI -5, H9c2 protect -4, N-glyco inh -1 and ABHD5 PLIN5 PPI -3.
`CCCCC1=CC2=C(c3ccco3)C(=O)C(C)(OC(=O)c3ccc(OC)cc3)C(=O)C2=CN1CCCOC(C)C` (centres undefined) gave MC4R barr agon -0.7, SRC2 inh 1, ABCB6 inh MLPCN 101, HTR2A ag -2, TLR9-MyD88 inh -3, MC4R antagonist 25, NOD2 RIPK2 PPI 0, H9c2 protect 0, N-glyco inh 1 and ABHD5 PLIN5 PPI -3.
For O=c1[nH]c2c(s1)C(c1ccccc1)C1C3CCC(C3)C1S2 (centres undefined) the results were MC4R barr agon 0.5, SRC2 inh -20, ABCB6 inh MLPCN 101, HTR2A ag 8, TLR9-MyD88 inh -1, MC4R antagonist 11, NOD2 RIPK2 PPI 4, H9c2 protect -21, N-glyco inh 1 and ABHD5 PLIN5 PPI -13.
Screening CCCc1cc(=O)oc2cc(C)cc(OC(C)C(=O)NCC(O)c3ccccc3)c12 (centres undefined) returned MC4R barr agon -3.0, SRC2 inh 10, ABCB6 inh MLPCN 101, HTR2A ag -5, TLR9-MyD88 inh 0, MC4R antagonist 1, NOD2 RIPK2 PPI 0, H9c2 protect 2, N-glyco inh 1 and ABHD5 PLIN5 PPI -8.
CC(C)(C)NC(=O)CN(C(=O)CCC(=O)Nc1nccs1)c1ccc2c(c1)OCCO2 was read as MC4R barr agon 2.0, SRC2 inh -11, ABCB6 inh MLPCN 100, HTR2A ag -7, TLR9-MyD88 inh -7, MC4R antagonist 16, NOD2 RIPK2 PPI 0, H9c2 protect 3, N-glyco inh -1 and ABHD5 PLIN5 PPI -1.
`CCCN1C(=O)/C(=C2\SC(N3CCCCC3)=NC2=O)c2ccccc21` gave MC4R barr agon 0.2, SRC2 inh -57, ABCB6 inh MLPCN 97, HTR2A ag 0, TLR9-MyD88 inh -2, MC4R antagonist -4, NOD2 RIPK2 PPI -7, H9c2 protect -28, N-glyco inh 1 and ABHD5 PLIN5 PPI 0.
O=C(CCNC(=O)c1ccc(Br)cc1)NCc1ccccc1F was read as MC4R barr agon -0.1, SRC2 inh 14, ABCB6 inh MLPCN 98, HTR2A ag -6, TLR9-MyD88 inh -2, MC4R antagonist 1, NOD2 RIPK2 PPI -10, H9c2 protect -4, N-glyco inh -1 and ABHD5 PLIN5 PPI 10.
`COc1ccc([C@@H]2C[C@H]3[C@@H](CN2S(=O)(=O)c2ccccc2)C(=O)C[C@@H](c2cccc(Cl)c2)N3S(=O)(=O)c2ccc(C)cc2)cc1` gave ABCB6 inh MLPCN 98, HTR2A ag 2, NOD2 RIPK2 PPI 8, H9c2 protect -3, N-glyco inh -5 and ABHD5 PLIN5 PPI 6.
CC(=O)c1cccc(NC(=O)CCNS(=O)(=O)c2cccc3nsnc23)c1 was read as MC4R barr agon -2.9, SRC2 inh -27, ABCB6 inh MLPCN 100, HTR2A ag -1, TLR9-MyD88 inh 3, MC4R antagonist 2, NOD2 RIPK2 PPI -12, H9c2 protect 12, N-glyco inh 0 and ABHD5 PLIN5 PPI -6.
Screening C#CCOCCOCCOCCNc1nc(N2CCN(C(=O)Cn3cc(CC(C)O)nn3)CC2)nc(N2CCN(C(=O)[C@H](CCCCN)n3cc(CCC(=O)O)nn3)CC2)n1 (some centres undefined) returned MC4R barr agon -1.6, SRC2 inh -4, ABCB6 inh MLPCN 100, HTR2A ag -1, TLR9-MyD88 inh -11, MC4R antagonist 0, NOD2 RIPK2 PPI -4, H9c2 protect 8, N-glyco inh -2 and ABHD5 PLIN5 PPI -4.
For Oc1ccccc1N=Cc1c(O)ccc2oc3c(c12)CCCC3 the results were MC4R barr agon 14*, SRC2 inh -22, ABCB6 inh MLPCN 107, HTR2A ag -16, TLR9-MyD88 inh 4, MC4R antagonist 2, NOD2 RIPK2 PPI 0, H9c2 protect 7, N-glyco inh 2 and ABHD5 PLIN5 PPI -2.
COc1ccc(C(NC(=O)CNC(C)=O)C(=O)Nc2ccc3c(c2)OCCO3)cc1 (centres undefined) was read as MC4R barr agon 1.4, SRC2 inh -42, ABCB6 inh MLPCN 104, HTR2A ag 2, TLR9-MyD88 inh -2, MC4R antagonist -6, NOD2 RIPK2 PPI -8, H9c2 protect 4, N-glyco inh 0 and ABHD5 PLIN5 PPI -16.
`COc1ccccc1NS(=O)(=O)c1cc(C(=O)NCCN2CCOCC2)ccc1Cl` gave MC4R barr agon -1.3, SRC2 inh -8, ABCB6 inh MLPCN 102, HTR2A ag -1, TLR9-MyD88 inh -2, MC4R antagonist 8, NOD2 RIPK2 PPI 3, H9c2 protect 4, N-glyco inh 1 and ABHD5 PLIN5 PPI -4.
For O=C(Nc1sc2c(c1C(=O)O)CCCCC2)c1cccnc1 the results were MC4R barr agon -0.5, ABCB6 inh MLPCN 95, HTR2A ag 2, TLR9-MyD88 inh 0, MC4R antagonist 1, NOD2 RIPK2 PPI 4, H9c2 protect 1, N-glyco inh 3 and ABHD5 PLIN5 PPI -9.
`COc1ccc(C(=O)N2CCCC(c3cc(C(=O)Nc4ccccc4)no3)C2)cc1` (centres undefined) gave MC4R barr agon -0.9, SRC2 inh -12, ABCB6 inh MLPCN 97, HTR2A ag 0, MC4R antagonist -3, NOD2 RIPK2 PPI -2, H9c2 protect -2, N-glyco inh -2 and ABHD5 PLIN5 PPI -3.
Screening CC(=O)Nc1ccc(OCC(O)CN2CCN(c3ccc(Cl)cc3)CC2)cc1 (centres undefined) returned MC4R barr agon 0.5, SRC2 inh 26, ABCB6 inh MLPCN 88, HTR2A ag -7, TLR9-MyD88 inh -3, MC4R antagonist 13, NOD2 RIPK2 PPI 6, H9c2 protect -7, N-glyco inh 2 and ABHD5 PLIN5 PPI -2.

Screens: PubChem, several laboratories
